# Mot1-301 SUMO – SUMOylation pathway inhibition by Mot1-301 growth rescue. S. cerevisiae Mot1-301 growth rescue, ATP luminescence, 38.5C; percent above DMSO median, 100 means doubled. growth rescue, % at 18.8 µM. 320,000 tested, 1% active. AID 2716;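 active = every valid replicate shows activation above 250% relative to neutral control wells; inactive = the rest, any valid replicate at or below 250%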;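 also: OY570 slx delta 5 strain wells were the positive control but not used for scaling; some compounds called inactive have numbers as strong as hits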
# HTR5A inv ag – HTR5A inverse agonism, opioid heterodimer counter-screen; HTR5A cell line, luminescence; inhibition, % at 9.3 µM; 340,000 tested, 0.083% active; AID 504634; in the data active = inhibition mostly above about 23%, no sharp cut-off; inactive = mostly below about 18%;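 also: 0% = cells with DMSO and 100% = no-cell wells with DMSO; some compounds called inactive have numbers as strong as hits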
# Target sequence (P47898 whole entry, looked up): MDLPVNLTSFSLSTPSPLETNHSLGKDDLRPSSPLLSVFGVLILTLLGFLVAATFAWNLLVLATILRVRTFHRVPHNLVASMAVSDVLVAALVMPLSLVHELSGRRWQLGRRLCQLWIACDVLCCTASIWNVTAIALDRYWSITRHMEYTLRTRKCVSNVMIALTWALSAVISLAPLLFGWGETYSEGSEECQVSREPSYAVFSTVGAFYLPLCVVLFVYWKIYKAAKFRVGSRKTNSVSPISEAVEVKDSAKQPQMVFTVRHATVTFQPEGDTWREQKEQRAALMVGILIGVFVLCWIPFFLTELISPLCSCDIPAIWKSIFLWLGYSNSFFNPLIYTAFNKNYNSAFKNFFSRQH
# AddAB inh – less growth of phage-infected E. coli with AddAB. E. coli expressing H. pylori AddAB, absorbance growth. inhibition, % at 11.9 µM. 330,000 tested, 0.29% active. AID 435030; in the data active = inhibition above about 12%;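 also: 0% = vehicle wells of infected cells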
# phage Ecoli inh – E. coli growth loss with phage present; growth absorbance; AID 651602; 360,000 tested, 0.26% active; inhibition, % at 11.9 µM; in the data active = inhibition above about 11%
# CDK5 inh – CDK5/p35 (human) kinase inhibition | Q00535+Q15078 | inhibition, % at 10 µM | 330,000 tested, 0.01% active | Recombinant CDK5/p35, ADP-Glo luminescence, 60 min;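 active = highest replicate inhibition of at least 50% and at least 75% of replicates reaching 50%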;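 also: plate controls were DMSO neutral control for no effect and GW8510 at 10 µM for full effect; many of its hits are not listed in these tables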
# DAGLB inhibitor – blocks human DAGLB lipase activity. Q8NCG7. 340,000 tested, 0.059% active. inhibition, % at 5.17 µM. HEK293T DAGLB membrane lysate, EnzChek fluorogenic substrate; in the data active = inhibition above about 34%;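 also: 0% = enzyme with vehicle and 100% = wells lacking enzyme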
# Ecoli viability – bacterial growth inhibition, counter-screen for AddAB inhibitors. E. coli V3065 growth, OD600 absorbance, 18 h. inhibition, % at 11.9 µM. 330,000 tested, 0.27% active;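 active = inhibition above the campaign's mean inhibition across all tested compounds plus 3 SD, cut at about 9.9% in these data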;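 also: uninfected addAB+ strain grown without phage in ampicillin broth; 0% = DMSO wells and 100% = ciprofloxacin 0.95 µg/ml wells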
# PKA-R1A activ – PKA-R1A complex activation; P00514+P68181; PKA-R1A dissociation, Cy5-IP20 fluorescence polarization; scaled: DMSO 0%, 113 µM cGMP 100%; activation, % at 11.4 µM; 340,000 tested, 0.083% active;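 active = percent activation above the mean of all tested compounds plus 3 SD, cut at about 19% in these data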;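 also: higher means more PKAc released from R1A so a rise in polarization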
# Tat transport – E. coli Tat transport inhibition | inhibition, % at 10 µM | E. coli MC4100 TorA-mCherry Tat export, fluorescence | 340,000 tested, 0.036% active;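 active = mean replicate inhibition at least 50% and at least half of replicates individually reaching 50%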;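 also: exported cargo escapes ClpAP degradation while cytoplasmic cargo is degraded and loses fluorescence; 0% = median of neutral control wells and 100% = median of NaSCN control wells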
# PKA-R2B act – activators of human PKA-R2B complex; P22694+P31323; PKA-R2B holoenzyme dissociation, Cy5-IP20 fluorescence polarization; R2B truncated from residue 108, S112A mutant; 0% DMSO only, 100% 113 µM cGMP; activation, % at 11.4 µM; 340,000 tested, 0.079% active; AID 504700;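 active = activation above a cutoff set at the mean over all compounds plus 3 SD, cut at about 18% in these data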;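 also: higher means more holoenzyme dissociation and a rise in polarization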
# Target sequence (P31323 whole entry, looked up, other chains not shown, the tested form may be a part): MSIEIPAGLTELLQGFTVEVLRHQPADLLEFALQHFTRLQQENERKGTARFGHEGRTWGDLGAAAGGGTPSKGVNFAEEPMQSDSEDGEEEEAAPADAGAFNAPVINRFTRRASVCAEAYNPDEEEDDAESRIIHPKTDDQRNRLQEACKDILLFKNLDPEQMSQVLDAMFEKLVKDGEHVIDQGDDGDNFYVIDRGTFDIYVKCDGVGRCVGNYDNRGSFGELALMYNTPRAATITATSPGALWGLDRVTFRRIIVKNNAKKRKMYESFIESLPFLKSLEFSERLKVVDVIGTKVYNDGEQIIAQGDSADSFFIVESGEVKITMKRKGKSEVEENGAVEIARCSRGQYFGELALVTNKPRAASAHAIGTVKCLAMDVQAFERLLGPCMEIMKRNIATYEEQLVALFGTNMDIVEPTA
# HTR5A ag ctr – activates human HTR5A in OPRM1-OPRD1 agonist counter-screen; 340,000 tested, 0.61% active; HTR5A agonist assay, luminescence, cell-based; activation, % at 9.3 µM; P47898; in the data active = activation mostly above about 9.5%, no sharp cut-off; inactive = mostly below about 7.6%;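 also: 0% = cells with vehicle only and 100% = reference agonist; strong numbers were not always called active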
# Numbers without * were called inactive; . = no result given. Rows were taken by chance; 2.3% or so of the library scored in one or more.
SMILES,Mot1-301 SUMO,HTR5A inv ag,AddAB inh,phage Ecoli inh,CDK5 inh,DAGLB inhibitor,Ecoli viability,PKA-R1A activ,Tat transport,PKA-R2B act,HTR5A ag ctr
Cc1cc(Cl)ccc1OCC(=O)N[C@@H](Cc1ccccc1)c1nc2ccccc2[nH]1,22,-25,3.2,-0.5,0.2,-2,-1.4,1,3,-1,6
CCOc1ccccc1OCCCC(=O)Nc1nc2ccccc2[nH]1,15,8,-3.4,0.1,-1.3,0,-2.5,-9,5,-5,-3
Cc1ccc(CNC(=O)C2CCN(C(=O)Nc3ccc(C)cc3)CC2)cc1,.,-12,.,-0.1,-1.1,-8,.,-13,-4,-6,9
C=CCC1(CC=C)CCCN1C(=O)c1cc(COc2ccccc2SC)on1,-1,-2,0.9,-0.4,-1.3,-16,-1.0,-2,10,-6,-3
COCCNC(=O)c1ccc(C)cc1C,-6,-18,2.8,3.7,-0.5,-1,0.3,3,1,0,6
CC1(C)CC2CC(C)(CN2S(=O)(=O)c2ccc(C(=O)Nc3cc(S(=O)(=O)N4CCOCC4)ccc3Cl)cc2)C1 (stereo not given),13,-20,-2.8,1.2,3.1,-2,-1.2,-8,-3,-5,-4
Cn1c(N/N=C/c2ccccc2)nc2sc3c(c2c1=O)CCC3,-9,0,5.4,4.1,-0.5,-1,-2.4,-21,-2,-11,0
CCC1(CC)Cc2ccccc2-c2nc(-c3ccccc3)oc(=O)c21,-2,13,3.2,.,-1.2,-2,-2.0,3,-4,-4,-6
CC(C)c1ccc(NC(=O)C2CCCN(S(=O)(=O)c3cnc[nH]3)C2)cc1 (stereo not given),-8,-10,1.2,4.1,-1.5,1,-0.8,-5,1,-8,4
Cc1nc(-c2ccccc2)nc(Cl)c1Cl,-9,10,3.0,5.2,-1.2,1,-1.0,-7,-3,0,-4
O=c1[nH]c(/C(Cl)=C/c2cccc(F)c2)nc2cc(C(F)(F)F)ccc12,-4,17,1.6,0.4,1.4,-1,-1.5,-8,2,-3,-6
CC(C)(C)C1(C)OC(C(=O)NC2CCCCC2)C(C(=O)NC2CCCCC2)O1 (stereo not given),-8,16,1.5,-1.1,-0.2,-7,2.1,-5,2,-4,5
O=C(c1ccco1)N1CCN(c2ncnc3c2nnn3Cc2ccccc2Cl)CC1,-23,-13,-0.6,0.1,-2.3,2,0.0,-8,-4,-8,-7
Cc1nc([N+](=O)[O-])cn1CC(=O)c1ccc(Cl)cc1,220,15,1.6,4.1,1.5,-4,-0.1,-5,-6,-11,-4
COc1ccc(/C(C)=N/NC(=O)CNC(=O)Cc2ccccc2)c(OC)c1,-13,-2,1.9,3.9,0.1,-3,-0.1,3,2,-4,2
Cn1cccc1/C=N/NC(=O)c1ccc(OC(F)(F)C(F)F)cc1,-11,0,0.4,2.5,-0.7,-2,1.0,-13,-7,-12,0
COC(=O)c1cc(OC)c(OC)cc1NC(=O)c1ccc(OC)cc1,1,-30,0.6,1.4,-2.6,1,1.0,-8,2,-4,1
C[C@H]1CN([C@@H](C)CO)C(=O)Cc2cc(NC(=O)CCC(F)(F)F)ccc2O[C@H]1CN(C)S(C)(=O)=O,-2,-5,0.4,3.9,-0.6,3,-2.2,-4,5,-12,0
O=c1c(C=NCCCn2ccnc2)c(-c2ccccc2)[nH]n1-c1nc2ccccc2s1,128,9,0.3,0.6,3.3,4,-0.1,-17,6,1,-5
CCOC(=O)C1=C(COC(=O)/C=C/c2ccccc2)NC(=O)NC1C (stereo not given),2,-12,-0.8,3.1,-1.4,-3,-0.3,-3,-1,-9,5
Cc1ccc2oc(=O)cc(/C=C/c3ccccc3)c2c1,15,8,3.6,2.8,0.5,-4,0.7,3,4,1,-3
NNC(=O)C(Cc1ccccc1)NC(=O)OCc1ccccc1 (stereo not given),6,-5,2.1,3.1,0.7,0,0.4,2,-6,2,2
COCCN(C(=O)Nc1ccc(OC)cc1)c1nc2ccccc2s1,8,-7,1.7,-0.1,2.5,-4,-1.5,1,-8,-2,2
CCN(CC)C(=O)COc1ccc(/C=N/NC(=O)c2cc(-c3ccccc3OC)nc3ccccc23)cc1OC,-9,4,1.3,-0.5,-1.0,-2,0.2,-1,0,-5,-1
COc1ccc(/C(C)=N/NC(=O)CNC(=O)c2ccco2)c(OC)c1,3,15,3.4,2.2,-2.1,2,-0.9,-14,0,-6,0
CCNc1nc(NCC)nc(N(C)n2cnnc2)n1,-10,13,2.0,2.7,-1.1,2,0.2,3,-12,-1,-6
CN1C(=O)C(C)(C)c2cc(S(=O)(=O)N3CCCCCC3)ccc21,-2,8,-0.6,2.3,1.9,2,-0.7,-9,8,3,0
O=C(Cn1cnc2cc([N+](=O)[O-])ccc2c1=O)N1CCN(S(=O)(=O)c2ccccc2)CC1,7,0,-0.4,2.1,-0.3,2,0.9,-1,14,-4,0
COCCOC(=O)c1c(NC(=O)CN2c3ccccc3CC2C)sc(C(N)=O)c1C (stereo not given),4,-5,1.7,3.1,0.9,3,0.9,5,-7,-6,2
Cc1ccc(Oc2ccc(C(F)(F)F)cc2[N+](=O)[O-])c([N+](=O)[O-])n1,3,.,2.1,1.5,-1.1,.,2.3,.,1,.,.
COc1ccc(/C=C/c2ccc3ccccc3[n+]2C)cc1OC,-6,4,0.8,.,-0.9,0,0.5,-7,4,-11,-1
CCCN(CCC)C(=O)c1cc2c(=O)n3cccc(C)c3nc2s1,-4,1,-2.5,3.4,-1.4,0,-2.1,3,-9,-1,0
Cc1nn(C)c(C)c1/C=N/NC(=O)C(C)(C)Oc1ccc(Cl)cc1,591*,-21,-0.9,.,0.2,1,-2.2,1,8,-3,-1
Cc1cc(C)c(S(=O)(=O)NCC(=O)O)cc1C,0,3,-0.3,1.1,0.1,0,0.3,4,-7,20*,-1
Clc1ccc(-c2nc(-c3ccccn3)no2)cc1Cl,-17,-15,-2.1,1.2,-1.0,1,-3.9,3,-3,-10,5
CC(=O)NC1=NN(C(C)=O)C(C)(c2ccc(C)cc2)S1 (stereo not given),-3,-12,-0.7,3.1,-1.0,-2,1.4,-5,-5,-4,2
Fc1cccc(Nc2cc(-n3cccn3)ncn2)c1,22,-22,1.6,2.6,1.0,1,-1.4,4,1,8,6
CCOC(=O)c1[nH]c2ccc(OC)cc2c1NC(=O)c1ccccc1C(=O)O,4,-11,5.0,2.1,-0.6,1,4.0,1,6,1,3
CC(=O)NC(Cc1ccccc1)C(=O)NC1CCN(C(=O)c2cnccn2)CC1 (stereo not given),-3,-8,-0.2,2.9,0.1,1,1.2,-4,5,11,4
Cn1c2ccccc2c(=O)c2c(=O)n(-c3ccccc3)c(-c3ccc(C(C)(C)C)cc3)nc21,4,8,-1.1,3.0,0.9,5,-2.6,1,-1,-15,-3
CC(C)(CO)NCc1cc(Br)ccc1OCc1ccccc1,20,-6,2.3,0.7,2.0,0,1.7,-4,4,3,2
CC1CCCC(C)N1/N=C/c1ccccc1OC(F)F (stereo not given),7,7,1.3,1.5,0.1,-3,1.0,-9,-15,-16,-3
C=CCN1C(=O)/C(=C/c2ccc(OC(C)=O)c(OCC)c2[N+](=O)[O-])SC1=S,.,16,.,7.1,0.8,22,.,-6,-23,-4,-2
CCOc1cc(/C=N/O)cc(Cl)c1OC,11,6,2.2,2.2,-1.7,0,-2.0,-1,11,0,7
COc1ccc(Nc2cc(C)nc3ccccc23)cc1,257,-20,0.5,4.8,-1.2,-1,2.9,-12,4,-4,1
COc1ccc(CN2CCN(Cc3ccon3)CC2CCO)c(C)c1C (stereo not given),-5,-6,-0.1,6.3,-0.9,-2,-1.8,-12,3,12,2
C=C(C)C1CC=C(C)/C(=N\NC(=O)CCc2ccccc2)C1 (stereo not given),6,-5,1.4,-0.8,-8.3,-2,-2.3,-2,31,-8,1
COCCNC(=O)CCCN1C(=O)c2ccccc2Sc2ncccc21,-17,-12,2.0,0.0,-0.5,0,-1.7,-6,8,1,3

# Arranged by length of the SMILES (descending): some entries from above.
SMILES,Mot1-301 SUMO,HTR5A inv ag,AddAB inh,phage Ecoli inh,CDK5 inh,DAGLB inhibitor,Ecoli viability,PKA-R1A activ,Tat transport,PKA-R2B act,HTR5A ag ctr
COc1ccc(/C(C)=N/NC(=O)CNC(=O)Cc2ccccc2)c(OC)c1,-13,-2,1.9,3.9,0.1,-3,-0.1,3,2,-4,2
CCOc1ccccc1OCCCC(=O)Nc1nc2ccccc2[nH]1,15,8,-3.4,0.1,-1.3,0,-2.5,-9,5,-5,-3
Cc1cc(C)c(S(=O)(=O)NCC(=O)O)cc1C,0,3,-0.3,1.1,0.1,0,0.3,4,-7,20*,-1

# Some of the entries so far, as tab-separated lines.
Compound	Mot1-301 SUMO	HTR5A inv ag	AddAB inh	phage Ecoli inh	CDK5 inh	DAGLB inhibitor	Ecoli viability	PKA-R1A activ	Tat transport	PKA-R2B act	HTR5A ag ctr
Cc1cc(Cl)ccc1OCC(=O)N[C@@H](Cc1ccccc1)c1nc2ccccc2[nH]1	22	-25	3.2	-0.5	0.2	-2	-1.4	1	3	-1	6
CCOc1ccccc1OCCCC(=O)Nc1nc2ccccc2[nH]1	15	8	-3.4	0.1	-1.3	0	-2.5	-9	5	-5	-3
Cc1ccc(CNC(=O)C2CCN(C(=O)Nc3ccc(C)cc3)CC2)cc1	.	-12	.	-0.1	-1.1	-8	.	-13	-4	-6	9
C=CCC1(CC=C)CCCN1C(=O)c1cc(COc2ccccc2SC)on1	-1	-2	0.9	-0.4	-1.3	-16	-1.0	-2	10	-6	-3
COCCNC(=O)c1ccc(C)cc1C	-6	-18	2.8	3.7	-0.5	-1	0.3	3	1	0	6
CC1(C)CC2CC(C)(CN2S(=O)(=O)c2ccc(C(=O)Nc3cc(S(=O)(=O)N4CCOCC4)ccc3Cl)cc2)C1 (stereo not given)	13	-20	-2.8	1.2	3.1	-2	-1.2	-8	-3	-5	-4
Cn1c(N/N=C/c2ccccc2)nc2sc3c(c2c1=O)CCC3	-9	0	5.4	4.1	-0.5	-1	-2.4	-21	-2	-11	0
CCC1(CC)Cc2ccccc2-c2nc(-c3ccccc3)oc(=O)c21	-2	13	3.2	.	-1.2	-2	-2.0	3	-4	-4	-6
CC(C)c1ccc(NC(=O)C2CCCN(S(=O)(=O)c3cnc[nH]3)C2)cc1 (stereo not given)	-8	-10	1.2	4.1	-1.5	1	-0.8	-5	1	-8	4
Cc1nc(-c2ccccc2)nc(Cl)c1Cl	-9	10	3.0	5.2	-1.2	1	-1.0	-7	-3	0	-4
O=c1[nH]c(/C(Cl)=C/c2cccc(F)c2)nc2cc(C(F)(F)F)ccc12	-4	17	1.6	0.4	1.4	-1	-1.5	-8	2	-3	-6
CC(C)(C)C1(C)OC(C(=O)NC2CCCCC2)C(C(=O)NC2CCCCC2)O1 (stereo not given)	-8	16	1.5	-1.1	-0.2	-7	2.1	-5	2	-4	5
O=C(c1ccco1)N1CCN(c2ncnc3c2nnn3Cc2ccccc2Cl)CC1	-23	-13	-0.6	0.1	-2.3	2	0.0	-8	-4	-8	-7
Cc1nc([N+](=O)[O-])cn1CC(=O)c1ccc(Cl)cc1	220	15	1.6	4.1	1.5	-4	-0.1	-5	-6	-11	-4
COc1ccc(/C(C)=N/NC(=O)CNC(=O)Cc2ccccc2)c(OC)c1	-13	-2	1.9	3.9	0.1	-3	-0.1	3	2	-4	2

# Compound activity as filed in PubChem BioAssay.
